RMI FANCM FP – disruptors of RMI1/RMI2 association with MM2 peptide – biochemical, fluorescence polarization, human, primary screen. RMI core complex with F-MM2 peptide; hits give low values. FP signal (polarization) at 33 µM. actives 0.58% (n = 70,000). AID 1159607, 2016; in the data active means FP signal below about 40; further: inactives centre near 61; strong numbers were not always called active; unit not given here
* marks the source's active call; other numbers are inactive results; & = joins results of further samples. Only part of the results is shown; rates above refer to the full screens.

SMILES	RMI FANCM FP
O=C(Nc1nc(CN2CCc3ccccc3C2)cs1)c1cccc(Cl)c1	76
CCn1c(SCC(=O)Nc2cccc(C(C)=O)c2)nc2c(-c3ccc(C)cc3)csc2c1=O	57
COc1cccc(OC)c1C(=O)Nc1c(C)cc(C)cc1C	57
CC(C)(C)Cc1nnc(C2CCCN(C(=O)NCc3ccc(Cl)cc3)C2)o1 (stereo not given)	63
Cc1ccc(-c2cc3c(SCC(=O)NCc4ccc(F)cc4)nccn3n2)cc1	85
O=C(COc1ccc(Cl)cc1)Nc1ccc2c(c1)CN(S(=O)(=O)c1cccs1)CC2	102
Cc1cccc(C)c1NC(=O)C(=O)NCc1cccs1	54
COc1ccc(CCC(=O)Nc2ccc3c(c2)CN(C(C)=O)CC3)cc1	67
Cc1ccc(S(=O)(=O)NCCOc2ccc3c(c2)OCO3)s1	60
Cn1c(=NC(=O)CN2C(=O)CCC2=O)sc2cccc(F)c21	60
CCSCc1cc(=O)[nH]c(-c2ccc(C(F)(F)F)cc2)n1	53
CS(=O)(=O)N1CCC(C(=O)N(Cc2cccnc2)c2nc3ccccc3s2)CC1	63
CCOC(=O)c1c(-c2ccc(C)cc2)csc1NC(=O)CCN1CCN(CC)CC1	67
COCC(=O)N1CCCc2ccc(NS(=O)(=O)c3ccc(OC)cc3)cc21	68
O=C(Cn1cnc(-c2ccc(F)cc2)cc1=O)Nc1ccccc1-c1ccccc1	79
Cc1oc2ccccc2c1CC(=O)NNC(=S)Nc1cccc(C(F)(F)F)c1	56
CCCCNC(=O)Cc1c(OC)ccc2cc(Br)ccc12	54
O=C(/C=C/c1cccc2ccccc12)N1CCOCC1	56
CCOc1cc(N2CCN(C(=O)Nc3ccc4c(c3)OCCO4)CC2)nc(C)n1	57
O=C(Cc1ccc2c(c1)OCO2)N(Cc1ccccc1)c1nc2ccc(F)cc2s1	91
COc1cc(OC)cc(N2C(=O)C3N=NN(Cc4nc(-c5ccccc5Cl)no4)C3C2=O)c1 (stereo not given)	65
Cc1ccccc1C(=O)N/N=C\c1ccccc1O	60
COc1ccc(-c2csc(SCC(=O)N3CCN(c4cccc(Cl)c4)CC3)n2)cc1	69
CS(=O)(=O)c1ccc(CC(=O)Nc2nnc(-c3ccc4c(c3)OCCO4)o2)cc1	55
O=C(N/N=C\c1ccc(-c2ccccc2[N+](=O)[O-])o1)c1cccc([N+](=O)[O-])c1	51
CC(C)(C)c1ccc(NC(=O)N2CCn3cccc3C2c2cccs2)cc1 (stereo not given)	75
COc1ccccc1-c1ccc(SCC(=O)Nc2cccc(C(F)(F)F)c2)nn1	90
Cc1cc(C(=O)Nc2ccc(-c3nc4ccccc4s3)c(O)c2)nn1C	54
Cc1ccc(N2N=NC3C(=O)N(c4ccc(F)cc4)C(=O)C32)cc1C (stereo not given)	61
O=S(=O)(c1cccs1)N1CCN(C(c2ccccc2)c2ccccc2)CC1	50
C=CCNC(=O)Nc1ncc([N+](=O)[O-])s1	79
CS(=O)(=O)c1ccc(Nc2nc(CC(=O)NCCc3ccccc3)cs2)cc1	63
CCc1ccc(S(=O)(=O)Nc2ccc3nc(C)n(-c4ccc(F)cc4)c(=O)c3c2)s1	61
O=C(NCCc1c[nH]c2ccccc12)c1n[nH]c2ccccc12	55
Cn1cccc1Cc1nnc(SCC(=O)Nc2cccc([N+](=O)[O-])c2)n1C	59
Cc1nc(-c2cnccn2)sc1C(=O)N1CCN(C2c3ccccc3-c3ccccc32)CC1	55
CC(CC(=O)N1CCC(Cc2ccccc2)CC1)CC1=NS(=O)(=O)c2ccccc2N1 (stereo not given)	66
CC(C)(C)c1csc(Nc2nc3cc4c(cc3s2)OCO4)n1	70
O=C(N/N=C\c1ccc(OCc2ccccc2)cc1)c1cc(C2CC2)[nH]n1	71
O=c1c2scc(-c3ccc(Cl)cc3)c2ncn1Cc1ccccc1F	66
COc1ccc(CC(=O)Nc2nc(-c3ccccc3)c(C(=O)c3ccccc3)s2)cc1OC	72
COc1ccc(SCCC(=O)Nc2ccccc2-c2nc3ccccc3[nH]2)cc1	77
Cc1ccc(Br)cc1[N+](=O)[O-]	54
CSc1sc(-c2ccnc(SCCS(C)(=O)=O)n2)c(-c2ccccc2)c1C#N	62
COc1cccc2cc(-c3cc(=O)oc4ccc(OS(=O)(=O)c5ccccc5)cc34)oc12	56
CC(C)S(=O)(=O)c1ccc(Cc2nnc(NC(=O)c3ccc(F)c(F)c3)o2)cc1	67
Cc1ccc(NC(=O)NC2CC(=O)N(c3ccc4c(c3)OCCO4)C2)cc1C (stereo not given)	56
NS(=O)(=O)c1ccc(CCNC(=O)CCCn2c(=S)[nH]c3cc4c(cc3c2=O)OCO4)cc1	64
CCOc1ncccc1C(=O)Nc1cccc(-c2nc3cccnc3s2)c1C	68
O=C(Nc1ccc(F)cc1F)c1ccc(Cl)s1	64
O=C(Nc1ccc(F)c(F)c1)c1ccc(=O)n(Cc2cccc(F)c2)n1	60
C#CCn1c(=NC(=O)c2c(-c3ccccc3Cl)noc2C)sc2cc(S(C)(=O)=O)ccc21	97
CCOc1ccc(CC2S/C(=N/N=C\c3ccco3)NC2=O)cc1 (stereo not given)	56
CN(C)C=Nc1nc2ccc(F)cc2s1	54
CC(C)(C)NC(=S)NNC(=O)c1ccccc1	50
CCOc1cc(C(=O)Nc2nnc(C3=COCCO3)o2)cc(OCC)c1OCC	72
COc1cc(O)c2c(=O)cc(C)oc2c1CC=C(C)C	60
COc1cc2c(cc1OC)CN(C(=O)CSc1ccc3ccccc3n1)CC2	76
COc1ccc(C2NC(=O)N(C)C(C)=C2C(=O)Nc2ccccc2)cc1 (stereo not given)	56
NC1CC(=O)N(c2ccccc2)C1 (stereo not given)	65

Part of the list above in another layout.
molecule | RMI FANCM FP
CC(C)(C)NC(=S)NNC(=O)c1ccccc1 | 50
CCOc1cc(C(=O)Nc2nnc(C3=COCCO3)o2)cc(OCC)c1OCC | 72
COc1cc(O)c2c(=O)cc(C)oc2c1CC=C(C)C | 60
COc1cc2c(cc1OC)CN(C(=O)CSc1ccc3ccccc3n1)CC2 | 76

(list continues)
SMILES	RMI FANCM FP
CSc1nc(N)nc(N2CCCCC2)n1	57
CC(=O)Nc1ccc(NC(=O)CSc2nnc(C)c3cnn(-c4ccc(F)cc4)c23)cc1	58
O=C(NCCN1CCOC(c2ccccc2)C1)C(=O)Nc1ccc(C(F)(F)F)cc1 (stereo not given)	94
CN(C)CCNc1cc(-c2ccccc2)nc2ccccc12	68
Cc1ccc2c(CC(=O)Nc3cc(C)on3)cc(=O)oc2c1	67
CC(C)(C)NC(=O)c1sc2nc(-c3ccc(Cl)cc3)cc(-c3ccco3)c2c1N	66
CCOC(=O)c1ccc(NC(=O)Cn2c3ccccc3c3ncn(Cc4ccccc4)c(=O)c32)cc1	111
O=C(Nc1ccc2c(c1)N(C(=O)c1ccco1)CC2)c1c(F)cccc1Cl	66
O=C(NCCOc1ccc2c(c1)OCO2)c1ccc(C(F)(F)F)cc1	59
C=CCN1C(=O)C(C)(C)COc2ccc(NC(=O)c3ccc(F)c(F)c3)cc21	70
OC(COCC12CC3CC(CC(C3)C1)C2)CN1CCc2ccccc2C1 (stereo not given)	92
O=C(NCc1ccc(Cl)cc1)C(=O)NCC1OCCN1S(=O)(=O)c1cc(F)ccc1F (stereo not given)	63
Cc1ccc(N2C(=O)C3N=NN(Cc4nc(-c5cccc(Br)c5)no4)C3C2=O)cc1F (stereo not given)	64
CC(=O)c1ccc(NC(=O)C23CCC(C2)C(C)(C)C3=O)cc1 (stereo not given)	56
Cc1cc(=O)n2c(-c3cccc(NC(=O)c4c(F)cccc4F)c3)csc2n1	64
COc1ccc(CCNC(=O)C(=O)Nc2cc(N3CCCS3(=O)=O)ccc2C)cc1	65
CC1=CC(=O)CC(C)(C)C1(O)/C=C/C(C)=C/C(=O)O (stereo not given)	53
COc1cccc(C(CNC(=O)C(=O)Nc2cccc([N+](=O)[O-])c2)N2CCOCC2)c1 (stereo not given)	51
C=CCn1c(=NC(=O)c2cc(OC)c(OC)c(OC)c2)sc2cccc(C)c21	59
Cc1nnsc1C(=O)Nc1ccccc1SCc1cccc(C(F)(F)F)c1	55
O=[N+]([O-])c1cccc(-c2nc(=S)c3c([nH]2)CCCC3)c1	60
C=CCn1c(SCc2c(C)noc2C)nc2scc(-c3ccc(C)cc3)c2c1=O	80
Cc1ccc(S(=O)(=O)CCCC(=O)Nc2nnc(-c3cc(C)n(C)n3)o2)cc1	68
C=CCN1C(=O)C(C)(C)COc2cc(NS(=O)(=O)c3cccc(Cl)c3)ccc21	65
Cc1sc(NC(=O)c2ccc(Cl)cc2)nc1C12CC3CC(CC(C3)C1)C2	70
Nc1ccc(-c2ccc(N)c([N+](=O)[O-])c2)cc1[N+](=O)[O-]	54&500
CC1CC(C)CN(c2nc(Nc3ccccc3)nc(N3CCOCC3)n2)C1 (stereo not given)	55
CCN1C(=O)c2cc(NS(=O)(=O)CCc3ccc(OC)cc3)ccc2Oc2ccccc21	65
CCCc1ccc(S(=O)(=O)NCCN2CCN(c3ccc(OC)cc3)CC2)cc1	62
O=C1N=C(O)CN1N=Cc1ccc(-c2ccc([N+](=O)[O-])cc2)o1	61
CC1CCN(C(=O)CSc2cn(Cc3ccc(Br)cc3)c3ccccc23)CC1	60
CCC(=O)Nc1nnc(-c2ccc(F)cc2)o1	69
Cc1nc2c(cnn2-c2ccccc2)c(=O)o1	63
NNC(=O)CSC1CS(=O)(=O)c2cc([N+](=O)[O-])ccc21 (stereo not given)	58
Cc1ccc(S(=O)(=O)N=Cc2cccc([N+](=O)[O-])c2)cc1	61
COc1ccc(NC(=O)CSc2nnc(C(C)C)c3cnn(-c4ccccc4)c23)c(OC)c1	63
CCOC(=O)CC(=O)CSc1ncnc2sc3c(c12)CCCC3	61
O=C(CN1C(=O)c2ccccc2C1=O)Nc1ccc2c(c1)CC(=O)N2	57
NC(=S)Cc1cc(C(F)(F)F)cc(C(F)(F)F)c1	64
O=C(CN1CCN(c2ccccc2F)CC1)Nc1ccc(Br)cc1	57
Cc1cc(NC(=O)Nc2nc(-c3ccc(C)c(Cl)c3)c(C)s2)c(C(F)(F)F)o1	54
O=C(Nc1ccc(Cl)cc1)OCc1ccc(C#Cc2ccccc2)s1	59
NCCn1ncc2c(=O)n(Cc3ccc(Br)cc3)cnc21	71
CCCn1ccc2c(O)cccc2c1=O	72
O=C(Nc1cccc2ccccc12)NC1CC(=O)N(c2ccc(F)cc2)C1 (stereo not given)	59
CCOC(=O)c1c(-c2ccccc2)csc1NC(=O)CSc1nnc2ccc3ccccc3n12	72
Cc1ccc(-c2csc(NC(=O)c3ccc(S(=O)(=O)N4CCCCCC4)cc3)n2)cc1C	77
O=C(Cc1csc(Nc2cccc(Cl)c2)n1)Nc1ccc2c(c1)OCCO2	86
CCc1nnc(-c2ccc(NC(=O)c3cccc(OC)c3)cc2)o1	67
CCOc1ccccc1NC(=O)c1csc(Nc2ccc(S(C)(=O)=O)cc2)n1	72
Cc1ccc(Cl)c2sc(N(CCCN(C)C)C(=O)c3ccno3)nc12	80
COc1cc(C[C@@H](CO)[C@H](CO)Cc2ccc(O)c(OC)c2)ccc1O	61
c1csc(-c2nc(CN3CCSCC3)cs2)c1	60
COC(=O)C1CCN(c2ccc(Cl)nn2)CC1	67
COC(=O)c1ccccc1C(=O)N(Cc1ccccn1)c1nc2cc(OC)ccc2s1	76
COc1cccc(CCNC(=O)c2cc3cccnc3n(C)c2=O)c1	60
COc1ccc(S(=O)(=O)N2CCC(C(=O)Nc3onc4c3CCC4)CC2)cc1	55
Cn1c(=O)c2c(SCC(=O)N3CCCC3)nc(-c3cccc([N+](=O)[O-])c3)nc2n(C)c1=O	71
Cn1ccc(C(=O)Nc2nc(-c3cc(Cl)sc3Cl)cs2)n1	89
CCOc1ccc(-c2csc(-n3nc(C)cc3NC(=O)C(C)(C)C)n2)cc1	94

Among those listed so far, eight have a CF3 group.
SMILES	RMI FANCM FP
CCSCc1cc(=O)[nH]c(-c2ccc(C(F)(F)F)cc2)n1	53
Cc1oc2ccccc2c1CC(=O)NNC(=S)Nc1cccc(C(F)(F)F)c1	56
COc1ccccc1-c1ccc(SCC(=O)Nc2cccc(C(F)(F)F)c2)nn1	90
O=C(NCCN1CCOC(c2ccccc2)C1)C(=O)Nc1ccc(C(F)(F)F)cc1 (stereo not given)	94
O=C(NCCOc1ccc2c(c1)OCO2)c1ccc(C(F)(F)F)cc1	59
Cc1nnsc1C(=O)Nc1ccccc1SCc1cccc(C(F)(F)F)c1	55
NC(=S)Cc1cc(C(F)(F)F)cc(C(F)(F)F)c1	64
Cc1cc(NC(=O)Nc2nc(-c3ccc(C)c(Cl)c3)c(C)s2)c(C(F)(F)F)o1	54

Further records follow.
SMILES	RMI FANCM FP
Cc1nc2c(=O)n(CC(=O)Nc3ccc(C)c(Cl)c3)nc(-c3ccccc3)c2s1	65
CC(=O)NNC(=O)CCN1C(=O)S/C(=C\c2ccc(C)cc2)C1=O	61
CN(C)c1ccc(N=C2Sc3ccc4ccccc4c3C2=O)cc1	58
O=S(=O)(c1ccc2c(c1)OCCO2)N1CCN(c2ccc(-c3ccco3)nn2)CC1	79
CCOC(=O)COc1ccccc1CS(=O)(=O)c1ccc(Cl)cc1	60
Cc1ccc(C)c(S(=O)(=O)Nc2ccc3c(c2)CCCN3S(=O)(=O)c2ccccc2)c1	53
Cc1ccc(-c2csc3nnc(SCc4ccc5c(c4)OCO5)n23)cc1	64
CC1CCc2nc(NC(=O)c3ccc(F)cc3)sc2C1 (stereo not given)	56
CC(C)C(=O)N1CCc2ccc(NS(=O)(=O)Cc3ccccc3)cc2C1	67

Reprinted at random: 2 entries already listed, in no set order.
SMILES	RMI FANCM FP
CC1CCc2nc(NC(=O)c3ccc(F)cc3)sc2C1 (stereo not given)	56
CN(C)c1ccc(N=C2Sc3ccc4ccccc4c3C2=O)cc1	58

Compound activity as filed in PubChem BioAssay.
